# Bioassay records as filed in PubChem.
# GLP1R cytotox = cytotoxicity in counter-screen for GLP-1R inverse agonists | HEK293 cAMP-luciferase reporter cells, luminescence, 24 h | Potency, µM (series often up to 38.3 µM), for the others: at the top dose activity change, negative = inhibition, usual class: inhibitors | actives 0.13% (n = 410,000) | AID 624418;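 note: loss of luciferase light is scored as toxicity; % is set by controls: 0 for no effect and ±100 for the full control effect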
#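 To flag toxic compounds, the library was rerun on cells for 24 hr at 37 deg C and 5% CO2. Viability-linked luminescence was captured 12 min after adding luciferase detection reagent.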
# KB-V1 MDR tox = kills drug-selected multidrug resistant KB-V1 cells; KB-V1 MDR cells viability, CellTiter-Glo, 72 h; Potency, µM (top dose mostly 46.1 µM), for inactives: at the top dose activity change, negative = cytotoxicity, actives largely listed as cytotoxic; actives 3.4% (n = 400,000); AID 1347076; note: % is set by controls: 0 for no effect and ±100 for the full control effect; nearly all actives have a fitted effect of over 60% in size
#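 KB-V1 cells (P-gp-expressing MDR subline of KB-3-1) in phenol-red-free DMEM with 10% FBS were exposed to library compounds over a concentration series for 72 h at 37 degrees C. Viability read by CellTiter-Glo luminescence; concentration-effect curves fitted after normalization.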
# HT1080 IDH1KD tx = HT-1080 IDH1 knockdown cell toxicity (counter line); HT-1080 IDH1 knockdown viability, ATP luminescence, 48 h; actives 2% (n = 360,000); Potency, µM (highest dose often 46.1 µM), for inactives: at the highest dose activity, negative = toxicity, most hits filed as cytotoxic;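 note: 0% = DMSO wells and -100% = cell-free medium wells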
#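 % activity derives from luminescence (CellTiter-Glo), normalised to DMSO and no-cell wells. HT-1080-IDH1KD cells, 750/well, had 48 h compound exposure at 37 °C.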
# GLP1R inv ag = GLP-1 receptor (human) inverse agonism; P43220; HEK293 GLP-1R CRE-luciferase, luminescence, 24 h; GLP-1R form is constitutively active; Potency, µM (doses to about 38.3 µM), without a hit: at the highest dose activity change, negative = inhibition, usual class: inhibitors; actives 1.6% (n = 410,000); AID 624417; note: % is set by controls: 0 for no effect and ±100 for the full control effect; nearly all actives have a fitted effect of over 55% in size
# Target sequence (P43220 whole entry, looked up): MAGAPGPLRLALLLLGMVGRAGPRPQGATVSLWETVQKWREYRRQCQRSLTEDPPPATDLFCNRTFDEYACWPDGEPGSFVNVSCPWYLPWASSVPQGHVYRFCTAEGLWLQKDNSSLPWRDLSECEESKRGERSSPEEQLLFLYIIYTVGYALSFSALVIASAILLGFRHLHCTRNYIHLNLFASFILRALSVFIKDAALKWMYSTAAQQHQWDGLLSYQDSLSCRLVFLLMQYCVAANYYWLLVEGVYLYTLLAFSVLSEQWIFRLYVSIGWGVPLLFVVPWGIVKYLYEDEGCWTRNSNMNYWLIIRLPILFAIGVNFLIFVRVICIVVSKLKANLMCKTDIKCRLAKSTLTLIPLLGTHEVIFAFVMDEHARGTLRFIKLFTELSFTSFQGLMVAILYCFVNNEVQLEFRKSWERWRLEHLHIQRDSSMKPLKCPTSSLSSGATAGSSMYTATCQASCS
#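 qHTS in 1536-well format: reporter HEK293 cells expressing constitutive GLP-1R activity in DMEM + 10% Nu serum, 24 hr with compounds at 37 deg C, luminescence read after 12 min with detection reagent.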
# TDP-43 yeast inh = rescues yeast growth from TDP-43 toxicity; TDP-43 expressing yeast growth rescue, BacTiter-Glo, 24 h; Potency, µM (doses to about 46.1 µM), inactives show top-dose growth rescue (activation), most hits filed as activators; actives 1.8% (n = 410,000); note: % of control where 0% means no effect; nearly all actives have a fitted effect of over 50% in size
#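 Galactose-induced TDP-43 yeast, OD600=0.02, compound pinned; 24 hr, 30 deg C; BacTiter-Glo luminescence for growth. Inhibitors of TDP-43 toxicity read as activators.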
# HT1080-NT tox = kills 2HG-producing HT-1080-NT fibrosarcoma cells. HT-1080-NT fibrosarcoma viability, CellTiter-Glo ATP luminescence, 48 h. Potency, µM (highest dose often 46.1 µM), inactives show top-dose activity, negative = less viability, actives largely listed as cytotoxic. actives 1.6% (n = 360,000). AID 686970;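 note: NT is the 2HG producing partner of a matched IDH1 knockdown line; 0% = DMSO-treated cells and -100% = media-only wells without cells; nearly all actives have a fitted effect of over 55% in size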
#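 Luminescent CellTiter-Glo readout after 48 hours of compound exposure at 37 degrees C defined viability of HT-1080-NT cells. Activity was normalized to DMSO wells and cell-free media wells; concentration-response curves were fitted and assigned curve classes.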
# KB-3-1 tox = kills parental KB-3-1 adenocarcinoma cells. KB-3-1 viability, CellTiter-Glo ATP luminescence, 72 h. Potency, µM (highest dose often 46.1 µM), for inactives: at the top dose activity change, negative = cytotoxic, actives largely listed as cytotoxic. actives 1.4% (n = 400,000); note: % is set by controls: 0 for no effect and ±100 for the full control effect; nearly all actives have a fitted effect of over 60% in size
#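 Cytotoxicity in the drug-sensitive parental line KB-3-1 was scored as loss of CellTiter-Glo luminescence following 72 h incubation with compound. Values come from curve fitting of normalized concentration-response data.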
# GLP1R ag = GLP-1 receptor (human) agonism; AID 624172; HEK293 GLP-1R CRE-luciferase, luminescence, 4-6 h; cells express a hypersensitive GLP-1R form; actives 0.007% (n = 380,000); Potency, µM (doses to about 45.6 µM), for the others: at the highest dose activation, most hits filed as activators; note: % of control where 0% means no effect
# SW480 rerep = induces DNA re-replication in SW480 colon adenocarcinoma cells | SW480 DNA re-replication, Hoechst DNA content imaging, 48 h | Potency, µM (doses to about 46.1 µM), inactives show at the highest dose re-replication activation, actives largely listed as activators | actives 1.8% (n = 340,000); note: % of control where 0% means no effect; nearly all actives have a fitted effect of over 55% in size
#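 Image-based read-out: total Hoechst fluorescence of nuclei (405 nm excitation, 500-530 nm emission), with hits raising the fraction of high-intensity nuclei. SW480 colon cells incubated 48 hr with compounds at 37 C.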
# * hit, by the source's call; ? = inconclusive; . = not tested or not shown; [ ] = remark or other dose. Calls come from the whole dose curve; as a rule, active = well fitted curve in the direction sought with a large enough effect; inconclusive = small, poorly fitted or top-dose-only effect, or another doubt; inactive = no such curve, though single readings can be large; an effect the other way counts as inactive or inconclusive. Potency is the fitted concentration of half-maximal effect.
# Values run as follows: GLP1R cytotox	KB-V1 MDR tox	HT1080 IDH1KD tx	GLP1R inv ag	TDP-43 yeast inh	HT1080-NT tox	KB-3-1 tox	GLP1R ag	SW480 rerep
> CCCCN1C(=O)CC(Sc2ncccc2C(=O)O)C1=O (configuration not stated)
    -2%	?	12%	-17%	-4%[0.397 µM]	2%	24%	9%	-5%
> Cc1cccc(Nc2ncnc(N)c2[N+](=O)[O-])n1
    -9%	0%	-10%	-21%	0%[0.397 µM]	13%	-16%	4%	0%
> O=C(COc1cc(F)ccc1[N+](=O)[O-])NCC1CCCO1 (configuration not stated)
    0%	?	-2%	25%	29%	-1%	9%	0%	-8%
> Cc1n[nH]c(=O)nc1N/N=C/c1ccco1
    -21%	-8%	0%	-13%	3%	-18%	-6%	5%	0%
> CN(C)C(=O)c1ccc2c(c1)C1C3CCC(C3)C1C(c1ccccc1)N2 (configuration not stated)
    6%	-2%	-17%	?	26%	-17%	-6%	11%	-691%[inhibitor]
> COc1ccccc1NC(=O)c1ccc([N+](=O)[O-])o1
    -13%	-7%	?	14%	?	?	?	0%	7.3µM*
> CC(C)c1ccc(S(=O)(=O)N2CCN(C(=O)c3cc(-c4ccccc4)n[nH]3)CC2)cc1
    -5%	8%	-9%	28%	7%	-8%	6%	8%	0%
> O=C(C1COc2ccccc2O1)N(Cc1cccnc1)c1nc2c(F)cc(F)cc2s1 (configuration not stated)
    12%	7%	.	15%	4%	.	6%	.	.
> Cc1[nH]c2c(C)cccc2c1CC(=O)O
    3%	25%	2%	6%	-4%	-4%	?	0%	?
> CCCCn1nc(C(=O)N(CC)CC(=O)Nc2c(F)cccc2F)c2ccccc2c1=O
    -13%	-18%	0%	-3%	7%	0%	1%	9%	5%
> N#Cc1ccc(-c2ccc(OCC(=O)NCCc3ccccc3)cc2)cc1
    -5%	5.2µM*	1%	-27%	22%	3%	4%	3%	0%
> CCNC(=O)NC(=O)COC(=O)c1cccc(NS(=O)(=O)/C=C/c2ccccc2)c1
    -19%	-5%	-16%	3%	4%	-11%	7%	9%	.
> COC(=O)c1sc(N)nc1CCNC(=O)OC(C)(C)C
    8%	5%	18%	6%	3%	18%	11%	.	.
> CC(=O)Nc1ccc2[nH]ccc2c1
    9%	-7%	-1%	27%	-16%	-1%	-9%	1%	-5%
> CS(=O)(=O)Cc1nc2ccccc2oc1=O
    -1%	14%	-2%	-1%	0%	-8%	-12%	-1%	13%
> COc1ccc(Br)cc1C1Sc2ccccc2NC2=C1C(=O)c1ccccc12 (configuration not stated)
    -7%	?	.	-30%	5%	.	?	.	.
> Cc1ccc(NC(=S)N2CCCCC2CO)cc1C (configuration not stated)
    1%	-23%	14%	0%	4%	?	0%	2%	-6%
> O=C(c1ccc(Br)o1)N(Cc1ccccc1)c1ccccn1
    -23%	-13%	-18%	0%	29%	-10%	-8%	?	-1%
> CCOc1ccc(C(=O)/C=C/Nc2ccc(S(=O)(=O)Nc3onc(C)c3C)cc2)cc1
    -7%	-6%	-10%	5%	-18%	-5%	7%	9%	1%
> O=C(c1ccc([N+](=O)[O-])s1)N1CCc2ccccc2C1
    22%	?	-21%	65%[activator]	?	-26%	0%	16%	?

# The final 2 entries of the section above open the next one.
# Values run as follows: GLP1R cytotox	KB-V1 MDR tox	HT1080 IDH1KD tx	GLP1R inv ag	TDP-43 yeast inh	HT1080-NT tox	KB-3-1 tox	GLP1R ag	SW480 rerep
> CCOc1ccc(C(=O)/C=C/Nc2ccc(S(=O)(=O)Nc3onc(C)c3C)cc2)cc1
    -7%	-6%	-10%	5%	-18%	-5%	7%	9%	1%
> O=C(c1ccc([N+](=O)[O-])s1)N1CCc2ccccc2C1
    22%	?	-21%	65%[activator]	?	-26%	0%	16%	?
> N/C(=N\OC(=O)c1cccc(Cl)c1)c1ccccn1
    ?	15%	?	?	?	?	-9%	-2%	-1%
> Cn1nnnc1SCC(=O)NC1CCCc2ccccc21 (configuration not stated)
    -6%	-12%	11%	18%	-3%	10%	25%	-1%	0%
> COc1ccc(OC)c(S(=O)(=O)NC(=O)C2(C)CCN2C(=O)c2ccco2)c1 (configuration not stated)
    2%	-2%	4%	18%	-2%	24%	0%	-7%	.
> Cc1ccc(CN2CCC(CNC(=O)Nc3cccc(Cl)c3C)C2)cc1 (configuration not stated)
    -8%	3%	.	?	8%	.	-1%	.	.
> COc1ccc(NC(=O)C(CC(=O)O)C(C)c2ccccc2)cc1 (configuration not stated)
    -24%	19%	12%	3%	-11%	10%	10%	1%	-90%[inhibitor]
> Clc1ccccc1N=Nc1ccccn1
    -10%	-24%	?	36%[activator]	16%	8%	0%	3%	-2%
> N#C/C(=C\c1ccc(-c2ccc(Br)cc2)o1)C(=O)Nc1ccccc1O
    2%	23%	.	6%	7%	.	1%	.	.
> Cc1cccc(N2CCN(C(=S)c3ccccc3)CC2)c1
    -12%	-19%	-3%	?	8%	-14%	-3%	-1%	-40%[inhibitor]
> CCn1nnc2cc(C(=O)Nc3cc(S(C)(=O)=O)ccc3Cl)ccc21
    15%	.	-1%	6%	-6%	0%	.	-1%	-12%
> Cc1cc(C)cc(OCCNC(=O)c2cc(S(=O)(=O)N3CCOCC3)ccc2F)c1
    -26%	?	?	?	-5%	?	23µM*	11%	?
> CCc1ccc(NC(=O)CSCc2nc(N)nc(Nc3ccccc3CC)n2)cc1
    -6%	-13%	-7%	?	0%	-2%	12%	0%	0%
> Clc1ccc2c(NCCNC3CCCCC3)ccnc2c1
    ?	?	21µM*	?	-31%	15µM*	?	-4%	6.5µM*
> Cc1cccc(NC(=S)NCC(C)CSc2ccc(Cl)cc2)c1 (configuration not stated)
    ?	?	?	?	?	?	?	-7%	?
> COc1ccc(NC(=O)NCc2cccnc2)cc1
    ?	-1%	-1%	4%	-13%	-2%	1%	-2%	-21%
> NC(=O)CSc1nc2c(sc3ccccc32)c(=O)n1CCCC(=O)NCC1CCCO1 (configuration not stated)
    2%	-4%	-14%	-7%	-1%	-23%	?	3%	-11%
> COc1cc(C(=O)NC2CCN(Cc3nnnn3Cc3cccs3)CC2)cc(OC)c1OC
    -10%	4%	0%	5%	3%	-1%	3%	1%	-7%
> O=C(O)CC1SC(=Nc2cccc(C(F)(F)F)c2)NC1=O (configuration not stated)
    -1%	10%	5%	3%	16%	7%	0%	3%	-4%
> CCC(=O)N1CCc2cc(S(=O)(=O)NCCN3CCCCC3CC)ccc21 (configuration not stated)
    -14%	-16%	1%	-12%	-11%	-7%	-2%	2%	-5%
> O=C(CCc1ccccc1)Nc1ccc2c(c1)OCCO2
    -9%	-7%	5%[9.24 µM]	-4%	-11%	11%	-18%	-1%	-1%
> CN1CCCC(OC(=O)CCCC(=O)OC2CCCN(C)C2)C1 (configuration not stated)
    -14%	10%	17%	0%	16%	20%	-4%	-6%	1%
> CN(C)/C(=N\S(=O)(=O)c1ccccc1)c1ccc([N+](=O)[O-])cc1
    1%	0%	2%	8%	1%	13%	-1%	4%	-6%
> Nc1nc(-c2c(Cl)cccc2Cl)no1
    -6%	4%	15%	-4%	7%	15%	2%	-3%	-16%
> CCCn1c(=O)c(C#N)cn(C2CC2)c1=O
    -7%	0%	-1%	7%	-19%	0%	-4%	6%	-6%
> COc1ccc(C2=NN(C(=O)CSc3cn(C)c4ccccc34)C(c3ccc(OC)cc3)C2)cc1 (configuration not stated)
    -1%	?	-22%	?	-2%	-20%	?	12%	22%
> COC(=O)c1ccc(-c2ncc(-c3cccc4ccccc34)o2)cc1
    -13%	15%	19%	15%	-10%	15%	15%	5%	-4%

# Filtered by structure: the compounds so far with a Cl atom
# Values run as follows: GLP1R cytotox	KB-V1 MDR tox	HT1080 IDH1KD tx	GLP1R inv ag	TDP-43 yeast inh	HT1080-NT tox	KB-3-1 tox	GLP1R ag	SW480 rerep
> N/C(=N\OC(=O)c1cccc(Cl)c1)c1ccccn1
    ?	15%	?	?	?	?	-9%	-2%	-1%
> Cc1ccc(CN2CCC(CNC(=O)Nc3cccc(Cl)c3C)C2)cc1 (configuration not stated)
    -8%	3%	.	?	8%	.	-1%	.	.
> Clc1ccccc1N=Nc1ccccn1
    -10%	-24%	?	36%[activator]	16%	8%	0%	3%	-2%
> CCn1nnc2cc(C(=O)Nc3cc(S(C)(=O)=O)ccc3Cl)ccc21
    15%	.	-1%	6%	-6%	0%	.	-1%	-12%
> Clc1ccc2c(NCCNC3CCCCC3)ccnc2c1
    ?	?	21µM*	?	-31%	15µM*	?	-4%	6.5µM*
> Cc1cccc(NC(=S)NCC(C)CSc2ccc(Cl)cc2)c1 (configuration not stated)
    ?	?	?	?	?	?	?	-7%	?
> Nc1nc(-c2c(Cl)cccc2Cl)no1
    -6%	4%	15%	-4%	7%	15%	2%	-3%	-16%
